# ER stress death: ER stress cell death inhibition; relative survival (cellular ATP), % at 15 µg/mL (by protocol); AID 1010; CSM14.1 thapsigargin ER stress survival, ATP luminescence; actives 0.33% (n = 48,000);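 active means survival measured by cellular ATP above 50% at 15 µg/ml in the first screen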;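 further: cell death triggered by about 15 µM thapsigargin; ATP read 24 h after thapsigargin was added; plate controls were thapsigargin with DMSO for no effect and DMSO without thapsigargin for full effect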
# Starred values were filed as active, the others as inactive.
SMILES,ER stress death
CC(C)N1CCc2c(sc3nc(SCc4ccc(Cl)cc4)n(-c4ccccc4)c(=O)c23)C1,-9
CC1=NN(c2ccc(S(N)(=O)=O)cc2)C(=O)/C1=C\c1ccc(N(C)C)cc1,5
C=CCOCC(O)CS(=O)Cc1ccccc1 (configuration not stated),10
O=P(CO)(c1ccccc1)c1ccccc1,4
Cc1cc(C)n(-c2nc3nonc3nc2Nc2cccc(C(F)(F)F)c2)n1,3
COc1ccc(N(CC(=O)N2CCOCC2)S(C)(=O)=O)cc1Cl,1
O=[N+]([O-])c1cccc(-n2cccc2/C=N/Nc2nc(N3CCOCC3)nc(N3CCOCC3)n2)c1,8
CN(C)c1ccc(C2/C(=C(\O)c3ccccc3)C(=O)C(=O)N2c2cccnc2)cc1 (configuration not stated),4
C/C(=N\Nc1cc(-c2ccccc2)nc(C)n1)c1ccccc1,1
CC(=O)/C(=C(/C)O)c1cc(C(C)(C)C)c(O)c(O)c1C(C)(C)C,11
CCOC(=O)CCc1c(C)nc2c(C)c(-c3ccc(C)cc3)[nH]n2c1=O,8
CCOC(=O)N=Nc1c(O)[nH]c2ccc(OC)cc12,12
Clc1ccc(-c2noc(-c3ccc(-c4ccccc4)cc3)n2)cc1,4
Cc1ccc(S(=O)(=O)CCc2nc3ccccc3[nH]2)cc1,11
Cc1ccc(NC(=O)CC(C)C)cc1Cl,3
C=CC[n+]1c(-c2ccc(OC)cc2)csc1Nc1cccc(C)c1C,-2
Cc1ccc(SCCNS(=O)(=O)c2ccc(C)cc2)cc1,3
O=C(O)CCCCCN=C1CCCc2ccccc2N1,0
C=CCN1C(=O)/C(=C\c2cc(Cl)cc(Br)c2O)SC1=S,-1
CCOC(=O)c1ccccc1NC(=O)COc1ccc(C)c(C)c1,6
Cc1ccc2nc(C)c3c(c2c1)OC(C)C3 (configuration not stated),-5
NC(=O)c1c(NC(=O)c2cccc(Oc3ccccc3)c2)sc2c1CCCC2,9
CCOc1ccc2nc(SC3CC(=O)N(c4ccccc4C)C3=O)sc2c1 (configuration not stated),-4
COc1cccc(C(=O)Nc2nnc(-c3ccc([N+](=O)[O-])cc3)s2)c1,5
COc1ccc(N=c2ssc3c2-c2cc(C)c(C)cc2NC3(C)C)cc1,12
# The list goes on:
SMILES,ER stress death
O=C(Nc1ccc(Cl)c(C(F)(F)F)c1)c1cccc(I)c1,-2
CCOc1ccc(/C=N\NC(=O)c2ccc(Br)cc2)c(O)c1,1
NS(=O)(=O)c1ccc(CCNc2ccc(C(F)(F)F)cc2[N+](=O)[O-])cc1,-5
CC(C)(C)NC(=O)c1sc2ccccc2c1Cl,0
COC(=O)c1c(NC(=O)COc2ccc(C)cc2C)sc2c1C(C(=O)OC)CC2 (configuration not stated),3
CCCC(=O)N1CCN(c2ccc(F)cc2)CC1,-2
CCC1=NN(C(=O)c2cccc(OC)c2)C(O)(c2ccc(Br)cc2)C1 (configuration not stated),5
COc1ccccc1/C=C/C(=O)c1c2c(c(C)[nH]c1=O)CCCC2,-5
C=CCOc1c(Cl)cc(/C=C2/C(=O)NN(c3ccc(C)c(C)c3)C2=O)cc1OC,-13
CC(C)OC(=O)C(C(=O)C(F)(F)F)c1cc(NS(=O)(=O)c2ccc(F)cc2)ccc1O (configuration not stated),2
COc1ccc(N(CC(=O)Nc2ccc(OC)c(OC)c2)S(C)(=O)=O)cc1Cl,0
CCN(CC)S(=O)(=O)c1ccc(Cl)c(C(=O)Nc2sc3c(c2C#N)CCCC3)c1,5
COc1cc(NC(=O)COc2ccc(Cl)cc2Br)cc(OC)c1,-1
O=C(Nc1ccccc1CO)c1ccccc1F,-17
O=C(N/N=C/c1ccc(Cl)cc1)C(=O)Nc1cccc(Cl)c1,8
Cc1ccc(-c2ccc(/C=C3/SC(=O)NC3=O)o2)c(Br)c1,6
CC(=O)Nc1ccccc1C(=O)N1CCc2ccccc2C1,8
Cc1cccc(N=C2NC(=O)CS2)c1C,10
Cc1occc1C(=O)Nc1nc(-c2ccccc2)c(C)s1,-2
CN1CCC(=NNC(=O)c2cccc([N+](=O)[O-])c2)CC1,0
O=C(Nc1ccc(I)cc1)C1CC(=O)N(c2ccc(F)cc2)C1 (configuration not stated),3
CC(=O)C1=C(O)C(=O)N(CCN(C)C)C1c1ccc(F)cc1 (configuration not stated),-1
COc1cc(C(=O)Nc2ccccc2)c2ccccc2n1,12
Cc1ccc(NC(=O)c2cnccn2)cc1C,-7
O=C(O)/C(=C\C=Nc1ccc(Br)cc1)Nc1ccc(Br)cc1,14

# An excerpt of these results, bar-delimited:
Molecule | ER stress death
Cc1cccc(N=C2NC(=O)CS2)c1C | 10
Cc1occc1C(=O)Nc1nc(-c2ccccc2)c(C)s1 | -2
CN1CCC(=NNC(=O)c2cccc([N+](=O)[O-])c2)CC1 | 0
O=C(Nc1ccc(I)cc1)C1CC(=O)N(c2ccc(F)cc2)C1 (configuration not stated) | 3
CC(=O)C1=C(O)C(=O)N(CCN(C)C)C1c1ccc(F)cc1 (configuration not stated) | -1
COc1cc(C(=O)Nc2ccccc2)c2ccccc2n1 | 12
Cc1ccc(NC(=O)c2cnccn2)cc1C | -7

# (cont.)
SMILES,ER stress death
O=C(CSc1nc2ccccc2[nH]1)Nc1nc2c(s1)CCCC2,4
CS(=O)(=O)N(CC(=O)N1CCOCC1)c1ccc(Br)cc1,2
CC1=C(C(=O)Nc2ccccc2)C(c2cccc(Br)c2)NC(=O)N1 (configuration not stated),6
CN(CC(O)c1cccc(O)c1)C(=O)c1ccccc1 (configuration not stated),2
CC1Cc2ccccc2N1C(=S)Nc1ccc2nccnc2c1 (configuration not stated),-2
Cc1ccc2c(c1)NC(c1ccc(C)o1)C1=C(CC(c3ccccc3)CC1=O)N2 (configuration not stated),4
NC(=S)N/N=C/c1cn(-c2ccccc2)nc1-c1ccc(Cl)cc1,0
COc1ccc(/C=C(\C(C)=O)[N+](=O)[O-])cc1,3
COc1ccc(-c2cc(C(=O)Nc3ccccc3C)c3ccccc3n2)cc1,12
O=C(NCCCn1ccnc1)c1cc([N+](=O)[O-])cc([N+](=O)[O-])c1,-1
Cc1ccccc1OCC(=O)N/N=C/c1cn(C)c2ccccc12,2
COc1ccc(/C=C/C(=O)Nc2c(F)c(F)c(F)c(F)c2F)cc1,4
C/C(=N\Nc1nnc2c(n1)[nH]c1ccccc12)c1ccccn1,17
CC(=O)c1cccc(NC(=O)/C(=C/c2cccc3ccccc23)NC(=O)c2ccc(C)cc2)c1,1
O=C(CCN1C(=O)/C(=C/c2ccccc2Cl)SC1=S)Nc1ncc(Cc2ccccc2Cl)s1,10
CCC(C)(C)C1CCc2c(sc(NC(=O)c3ccc([N+](=O)[O-])c(C)c3)c2C(N)=O)C1 (configuration not stated),3
CCc1ccccc1NC(=O)c1ccccc1C(F)(F)F,3
Cc1ccccc1/C(=C1\OC(=O)c2ccccc21)[N+](=O)[O-],1
CC(C)(C)NC(=O)/C(=C\c1ccc(Br)cc1)NC(=O)c1ccc([N+](=O)[O-])cc1,0
CN1CCN(CN2C(=O)C(=O)c3ccccc32)CC1,-8
COc1ccc(OC)c(C2/C(=C(\O)c3ccc(F)cc3)C(=O)C(=O)N2CCCCCC(=O)O)c1 (configuration not stated),-8
O=C(c1ccc(F)cc1)N(Cc1ccccc1)c1cccc([N+](=O)[O-])c1,4
CC(C)(C)c1ccc(CNc2cc(N3CCOCC3)ccc2[N+](=O)[O-])cc1,3
CCc1ccccc1NC(=O)c1nn2c(c1Cl)NC(c1cccs1)CC2C(F)(F)F (configuration not stated),4
CCOC(=O)c1cnc(-c2ccccc2)nc1Nc1ccccc1,2
# Next records:
SMILES,ER stress death
NS(=O)(=O)c1ccc(-c2ccc(/C=C3/C(=O)NN(c4ccc(Br)cc4)C3=O)o2)cc1,-1
O=C(O)c1cccc(NC(=O)c2cc(S(=O)(=O)N(CCO)CCO)ccc2Cl)c1,9
COc1ccc(/C=C/C(=O)Nc2nc(-c3ccccc3)cs2)cc1OC,1
COc1cc(CN2CCN(C3CCCCCC3)CC2)cc(OC)c1O,-1
OC(c1ccccc1)c1ccc2c(c1)OCCCO2 (configuration not stated),-15
O=C(O)COc1ccc(-c2nc3sc4c(c3c(=O)[nH]2)CCCC4)cc1,-6
O=C(O)/C=C\C(=O)Nc1cccc(-c2cn3ccccc3n2)c1,3
Cc1cc(C)cc(OCC(=O)NCc2ccncc2)c1,9
Cc1ccc(-c2ccc(OCC(=O)Nc3ccc(F)cc3)cc2)cc1,11
CCOc1cc(OCC)cc(C(=O)Nc2ccc(NC(=O)c3ccc(Br)cc3)cc2)c1,4
CCCNC(=O)OCC12COC3c4ccccc4OC(C)(CC1C)C3C2C (configuration not stated),10
CC1(C)CC(N2CCC(=O)NC2=S)CC(C)(C)N1,-1
COc1ccc(CN2CCN(C3CCCCC3)CC2)cc1Br,-3
Cc1ccc(S(=O)(=O)c2nc(Nc3ccccc3C)sc2Cl)cc1,27
O=[N+]([O-])c1cccc(N/N=C/c2ccc(O)cc2O)c1,6
Cc1c(O)nc(Nc2nc(C)c3ccccc3n2)[nH]c1=O,1
Cc1nnc(SCC(=O)N2c3ccccc3C(C)(c3ccc(Br)cc3)CC2(C)C)s1 (configuration not stated),-2
CCOc1ccccc1NC(=O)COc1ccc(Br)c(C)c1,10
CC(C)N1CCC(Nc2ccccc2)N1C=O (configuration not stated),16
Cc1cccc(CC2S/C(=N/N=C/c3cccc([N+](=O)[O-])c3)N(c3ccccc3)C2=O)c1 (configuration not stated),7
Ic1ccccc1NCn1nnc2ccccc21,3
NC(=O)CCCN1C(=O)/C(=C/c2ccccc2)SC1=S,0
Cc1ccc(CC2C(=O)N(c3ccc(I)cc3)C(=O)C2C)cc1 (configuration not stated),6
C#CCOc1ccc(/C=C2\C(=O)NC(=O)N(c3ccc(C)cc3)C2=O)cc1Br,7
COc1ccccc1CC(=O)Nc1ccc(Br)cc1,7

# 2 compounds drawn at random from the list so far, as already listed:
SMILES,ER stress death
CCCNC(=O)OCC12COC3c4ccccc4OC(C)(CC1C)C3C2C (configuration not stated),10
Ic1ccccc1NCn1nnc2ccccc21,3

# The listing continues:
SMILES,ER stress death
O=C(Nc1ccc2c3c(cccc13)CC2)c1ccccc1I,1
COCCOC(=O)c1c(C)oc2ccc(OCc3cccc(F)c3)cc12,1
COC(=O)c1ccc(C2C3=C(CC(C)(C)CC3=O)NC3=C2C(=O)CC(C)(C)C3)cc1,1
CC(=O)N1c2ccc(C)cc2C2(c3ccccc3)N(C(C)=O)c3ccc(C)cc3C12c1ccccc1 (configuration not stated),2
CCCOc1ccccc1/C=C1/C(=O)NN(c2ccc(C(=O)OCC)cc2)C1=O,0
Cc1cc(C)cc(-n2c(C)cc(/C=C3\NC(=S)NC3=O)c2C)c1,3
CCOc1ccc(N(CC(=O)Nc2ccccc2C(=O)OC)S(=O)(=O)c2ccc(SC)cc2)cc1,2
COC(=O)c1ccc(/C=C2/C=C(c3ccc(Br)cc3)OC2=O)cc1,9
COc1cc2ccccc2cc1C(=O)Nc1ccc(S(=O)(=O)Nc2nccs2)cc1,-8
COC(=N)/C(C#N)=C/c1c(O)n(-c2c(Cl)cccc2Cl)c2ccccc12,3
O=C1C(=O)N(CC2CCCO2)C(c2ccc(F)cc2)/C1=C(/O)c1ccccc1 (configuration not stated),13
CCCC(C)NS(=O)(=O)c1ccc(Cl)cc1 (configuration not stated),4
CCN1/C(=C2/OC(=S)N(C)C2=O)C=Cc2cc(C)ccc21,6
Cn1c(=N)n(CC(=O)c2cc(C(C)(C)C)c(O)c(C(C)(C)C)c2)c2ccccc21,-21
COc1ccc(C(C)NC(=O)c2ccc(C(C)(C)C)cc2)cc1 (configuration not stated),8
O=C(NC(=S)Nc1cccnc1)c1ccc(Cl)cc1,6
CCOC(=O)c1c(NC(=O)c2sc3cc(C)ccc3c2Cl)sc(C(N)=O)c1C,6
COc1ccc(N(CC(=O)NC(C)c2ccccc2)S(=O)(=O)c2ccc(OC)c(OC)c2)cc1 (configuration not stated),16
CCSc1sc(CC)cc1CN1C(=O)c2ccccc2C1=O,0
CC(=O)Oc1cccc2ccc(=O)[nH]c12,-1
O=[N+]([O-])c1ccc2c(c1)S(=O)(=O)NC2=NCc1ccccc1,2
O=C(Nc1ccc(N2CCOCC2)c(Cl)c1)c1ccc(-c2ccc(F)cc2)o1,6
O=C(Nc1ccccc1C(=O)O)c1cccc(N2C(=O)c3ccccc3C2=O)c1,7
COc1ccc(C2Nc3ccccc3C(=O)N2Cc2ccccc2)cc1 (configuration not stated),-2
CCOC(=O)c1c(N)sc(C(=O)Nc2ccc(OC)cc2)c1C,-8

# Rewritten bar-delimited: entries from further up.
SMILES | ER stress death
O=C1C(=O)N(CC2CCCO2)C(c2ccc(F)cc2)/C1=C(/O)c1ccccc1 (configuration not stated) | 13
CCCC(C)NS(=O)(=O)c1ccc(Cl)cc1 (configuration not stated) | 4
CCN1/C(=C2/OC(=S)N(C)C2=O)C=Cc2cc(C)ccc21 | 6

# New compounds follow
SMILES,ER stress death
CC1=C/C(=N/OS(=O)(=O)c2ccccc2)C=CC1=O,-13
CCN(CC)C(=O)c1sc(NC(=O)COc2ccc(Cl)cc2)c(C(=O)OC(C)C)c1C,5
O=C(c1ccc(F)cc1)c1ccc(N2CCOCC2)cc1,-7
Cc1ccc(/C=C/C(=O)N2CCN(c3ccccc3)CC2)o1,-10
O=C1C(=O)N(c2nc3ccccc3s2)C(c2ccccc2Cl)/C1=C(/O)c1ccccc1 (configuration not stated),7
O=C(NCCOC(=O)c1cccs1)c1cccnc1,12
NNC(=O)/C(=C\c1cccs1)NC(=O)c1ccccc1,2
CC(C)CC(=O)N1c2ccccc2NC2=C(C(=O)CC(C)(C)C2)C1c1ccco1 (configuration not stated),9
COc1ccc(-c2nc(-c3ccc(O)cc3)[nH]c2-c2ccc(OC)cc2)cc1,-10
CCOc1ccccc1C(C1=C(O)CC(C)(C)CC1=O)C1C(=O)CC(C)(C)CC1=O (configuration not stated),5
C/C(Cn1nnc([N+](=O)[O-])n1)=N/NC(=O)Cc1ccc(Cl)cc1,24
O=C1c2ccc(Oc3cccc([N+](=O)[O-])c3)cc2C(=O)N1c1ccncc1,10
CCC(=O)Oc1cc2oc(=O)cc(C)c2cc1CC,5

# Grouped by structure: the compounds so far containing a cyano group.
SMILES,ER stress death
CCN(CC)S(=O)(=O)c1ccc(Cl)c(C(=O)Nc2sc3c(c2C#N)CCCC3)c1,5
COC(=N)/C(C#N)=C/c1c(O)n(-c2c(Cl)cccc2Cl)c2ccccc12,3

# Not all compounds are listed; rates above refer to the full screens.
